NOD2-RIPK2 inh = NOD2-RIPK2 protein interaction inhibition; O43353; CHO BLA complementation NOD2-RIPK2, CCF4 ratio; inhibition, % at 4.98 µM; 360,000 tested, 0.38% active; in the data active = inhibition above about 21%;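 also: 0% = vehicle only and 100% = reference blocker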
SRC2 inh = inhibits human steroid receptor coactivator 2 | Q15596 | HEK293 GAL4-SRC2 luciferase reporter, luminescence | inhibition, % at 9 µM | 370,000 tested, 0.17% active;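 active = inhibition above the mean inhibition of all tested compounds plus 3 SD, set per campaign, cut at about 52% in these data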;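 also: 0% = DMSO treated cells and 100% = cells given Gossypol at 36 µM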
Target sequence (Q15596 whole entry, looked up, the tested form may be a part): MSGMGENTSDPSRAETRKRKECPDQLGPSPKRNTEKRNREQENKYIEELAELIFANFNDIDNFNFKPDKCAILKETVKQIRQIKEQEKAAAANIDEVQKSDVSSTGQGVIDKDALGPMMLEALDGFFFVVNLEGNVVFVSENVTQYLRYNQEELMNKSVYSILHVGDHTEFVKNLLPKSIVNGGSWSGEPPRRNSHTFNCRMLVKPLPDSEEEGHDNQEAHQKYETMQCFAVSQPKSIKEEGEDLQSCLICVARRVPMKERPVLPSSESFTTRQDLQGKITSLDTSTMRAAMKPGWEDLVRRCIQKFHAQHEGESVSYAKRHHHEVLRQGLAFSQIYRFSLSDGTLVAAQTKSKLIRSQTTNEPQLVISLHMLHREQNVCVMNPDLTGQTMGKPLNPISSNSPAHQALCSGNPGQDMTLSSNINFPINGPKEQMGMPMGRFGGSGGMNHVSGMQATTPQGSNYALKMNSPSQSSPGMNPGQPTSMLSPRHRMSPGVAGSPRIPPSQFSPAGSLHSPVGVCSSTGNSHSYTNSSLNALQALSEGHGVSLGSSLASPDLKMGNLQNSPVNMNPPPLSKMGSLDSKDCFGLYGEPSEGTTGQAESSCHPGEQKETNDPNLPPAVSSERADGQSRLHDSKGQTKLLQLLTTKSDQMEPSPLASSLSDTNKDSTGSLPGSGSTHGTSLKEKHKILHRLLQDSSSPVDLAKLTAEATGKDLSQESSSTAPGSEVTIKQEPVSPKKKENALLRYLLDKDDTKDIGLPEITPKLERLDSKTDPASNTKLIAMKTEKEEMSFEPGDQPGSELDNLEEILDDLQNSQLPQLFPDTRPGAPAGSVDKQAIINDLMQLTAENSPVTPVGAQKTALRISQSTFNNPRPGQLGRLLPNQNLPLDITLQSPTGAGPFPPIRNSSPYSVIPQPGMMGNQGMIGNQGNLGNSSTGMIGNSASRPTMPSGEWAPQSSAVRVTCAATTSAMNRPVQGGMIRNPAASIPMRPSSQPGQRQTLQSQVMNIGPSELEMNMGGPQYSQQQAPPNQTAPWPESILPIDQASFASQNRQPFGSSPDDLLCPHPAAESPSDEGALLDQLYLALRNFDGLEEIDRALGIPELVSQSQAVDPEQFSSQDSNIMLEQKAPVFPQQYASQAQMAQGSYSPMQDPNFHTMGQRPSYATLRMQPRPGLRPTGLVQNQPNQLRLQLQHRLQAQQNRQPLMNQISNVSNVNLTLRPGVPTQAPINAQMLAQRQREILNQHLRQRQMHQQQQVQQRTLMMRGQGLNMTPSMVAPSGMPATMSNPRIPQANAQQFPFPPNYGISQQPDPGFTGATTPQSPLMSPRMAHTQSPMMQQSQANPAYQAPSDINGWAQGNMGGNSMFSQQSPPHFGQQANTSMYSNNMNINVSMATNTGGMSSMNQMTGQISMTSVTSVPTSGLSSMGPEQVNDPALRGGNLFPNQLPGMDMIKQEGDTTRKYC
TWEAK-Fn14 inh = inhibitors of TWEAK-Fn14 interaction signaling; TWEAK-stimulated Fn14 reporter cells, luciferase luminescence, 8 h; inhibition, % at 10 µM; 360,000 tested, 2% active; AID 1159606; in the data active = inhibition above about 50%
NCOA1 inh = human NCOA1 inhibition; HEK293 GAL4-SRC1 luciferase reporter, luminescence; inhibition, % at 3.6 µM; 360,000 tested, 0.12% active; AID 588354;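 active = inhibition above the campaign mean plus 3 SD, with each screening campaign given its own cutoff, cut at about 60% in these data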;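 also: 0% = DMSO treated cells and 100% = gossypol at 36 µM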
NCOA3 inh = human NCOA3 inhibition. Q9Y6Q9. HEK293 GAL4-SRC3 luciferase reporter, luminescence. inhibition, % at 3.6 µM. 360,000 tested, 0.17% active. AID 588352;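 active = inhibition above a per-campaign cutoff, the mean of all compounds plus 3 SD, cut at about 60% in these data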;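 also: 0% = DMSO-treated cells and 100% = gossypol-treated cells at 36 µM; higher means less SRC3-driven luciferase light from the GAL4 reporter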
ABHD5-PLIN5 inh = inhibitors of human ABHD5-perilipin-5 interaction. Q00G26+Q8WTS1. Split G. princeps luciferase complementation, luminescence, 4 h. inhibition, % at 4 µM. 360,000 tested, 0.78% active;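 active = inhibition above the mean inhibition across every tested compound plus 3 SD, cut at about 22% in these data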;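 also: 0% = DMSO only wells and the 100% control is not disclosed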
NR5A2 inv ag = NR5A2 inverse agonism in reporter assay; 360,000 tested, 0.13% active; AID 602396; HEK293T StAR-luciferase reporter, LRH-1 transfected, 24 h; inhibition, % at 3.6 µM; O00482;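 active = inhibition above the mean inhibition of all tested compounds plus 3 SD, cut at about 73% in these data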;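 also: 0% = DMSO wells and 100% = reporter-only cells lacking LRH-1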
Granule exo inh = lytic granule exocytosis inhibition; TALL-104 LAMP-1 surface exposure, flow cytometry; cells stimulated with thapsigargin and PMA; inhibition, % at 10 µM; 360,000 tested, 0.66% active;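 active = inhibition above about 55%, limit read from the data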
TLR9-MyD88 inh = blocks human TLR9 binding to MyD88. Q9NR96+Q99836. CHO BLA complementation TLR9-MyD88, CCF4 FRET ratio. inhibition, % at 4.98 µM. 340,000 tested, 0.21% active. AID 504734;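 active = inhibition above the mean over all tested compounds plus 3 SD, cut at about 21% in these data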;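 also: 0% = DMSO only wells and 100% = clavulanate BLA inhibitor control wells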
NR2F2 inh = inhibitors of human COUP-TFII (NR2F2); HEK293T NGFI-A luciferase reporter, luminescence; 370,000 tested, 0.7% active; inhibition, % at 8.6 µM; AID 686940;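 active = inhibition above a per-plate cutoff, mean inhibition of test wells between control levels plus 3 SD, cut at about 38% in these data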;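 also: cells cotransfected with COUP-TFII expression vector driving the NGFI-A reporter; 0% = median of COUP-TF2 test wells and 100% = reporter-only cells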
TROY NFkB inh = TROY signaling inhibition; Q293 LMP1-TROYcd NF-kB luciferase reporter, 4 h; inhibition, % at 10 µM; 360,000 tested, 0.98% active; AID 1347056;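 active = compounds whose plate-normalised and pattern-corrected inhibition of the luciferase reporter signal at the single screening dose is 50% or more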
Starred values were filed as active, the others as inactive; . = not tested or not shown; & = joins results of further samples.

cpd	canonical_smiles	TROY NFkB inh	NR5A2 inv ag	Granule exo inh	NOD2-RIPK2 inh	ABHD5-PLIN5 inh	SRC2 inh	NCOA3 inh	TLR9-MyD88 inh	TWEAK-Fn14 inh	NR2F2 inh	NCOA1 inh
1	Cc1c(NC(=O)c2ccc(S(=O)(=O)N(C)c3ccccc3)cc2)c(=O)n(-c2ccccc2)n1C	6	-19	16	7	1	-2	7	-11	-6	-2	7
2	Cc1ccc(-n2nc3c(c2NC(=O)CCC2CCCCC2)CS(=O)C3)cc1 (stereo unspecified)	-4	6	6	9	-4	22	-11	-2	9	9	3
3	O=c1[nH]cnc2c1ncn2C1OCC(O)C(O)C1O (stereo unspecified)	-11	22	10	4	0	-7	7	-6	-3	-28	0
4	CCC1CCCCN1C(=O)Nc1cccc(NC(=O)N2CCCCC2CC)c1 (stereo unspecified)	19	-5	-1	-6	3	-33	3	-4	-4	9	4
5	C[C@@H]1CN([C@H](C)CO)C(=O)CCCn2cc(nn2)CO[C@H]1CN(C)C(=O)Nc1ccccc1	-17	22	0	-11	9	-6	0	2	-19	-8	1
6	CN(C)C1(CNC(=S)Nc2ccccc2C(F)(F)F)CCCCC1	-10	6	-2	6	-2	-23	8	-11	-3	-5	-1
7	CCN(CC)CCNc1nc(-c2ccccc2)nnc1C(F)(F)F	1	-6	0	-7	-4	.	10	-6	9	.	-6
8	Clc1ccc2nc(SCc3nnc(-c4ccccc4)o3)[nH]c2c1	13	-9	4	9	4	-23	20	-6	20	10	5
9	C=CCn1c(=O)n(C(=O)OCC)c2cc(Br)ccc21	10	5	-1	0	-9	1	16	-1	-16	4	7
10	F[B-](F)(F)c1cnc2ccccc2c1	-14	14	-7	-12	0	-2	6	0	13	7	6
11	O=C(NC1CC1)c1ccc2sc([C@H]3C[C@H](O)[C@@H](CO)O3)nc2c1	-6	-5	9	-8	6	19	-3	.	-6	-7	-15
12	CC(C)CCNC(=O)c1ccc2c(c1)N(Cc1ccccc1)C(=O)CS2=O (stereo unspecified)	-15	9	15	-16	8	-10	32	-14	12	-2	-4
13	O=C(CSc1nnc(-c2ccccc2)c(-c2ccccc2)n1)NCC1CCCO1 (stereo unspecified)	-13	-3	-3	2	-5	-17	-3	-5	-6	6	-8
14	N#Cc1cnn(-c2ccccc2)c1NC(=O)c1ccccc1F	-9	14	6	3	3	20	-18	5	6	2	-7
15	CC(C)COP(=O)(OCC(C)C)C(O)c1ccc2c(c1)OCO2 (stereo unspecified)	-34	8	0	-7	-3	-10	5	2	1	0	8
16	O=C(Oc1ccc2ccc(O)cc2c1)c1ccccc1Cl	-13	13	-6	12	0	-26	-13	6	-8	-33	-36
17	CC[C@@H](C)[C@@H]1CN([C@@H](C)CN2CCC[C@H]2CN2C(N)=NC[C@@H]2Cc2ccccc2)C(=N)N1CCc1ccc(Cl)c(Cl)c1	-2	3	13	-2	34*	.	20	-6	-2	.	8
18	O=C(N/C(=C\c1cccnc1)C(=O)N1CCOCC1)c1ccco1	3	7	-1	9	-8	-26	4	6	-12	0	1
19	O=C(O)/C(=C\c1cccc(F)c1)c1ccc(S(=O)(=O)N2CCCC2)s1	8	-8	6	1	-9	-6	-7	3	-11	-34	-1
20	CC1(C)N=C(N)N=C(N)N1c1cc(Cl)ccc1Cl	-3	13	0	-3	4	-1	-4	1	5	-6	-5
21	COc1ccc(C(C)=O)cc1Cn1c(C)c(C(=O)NCc2ccc3c(c2)OCO3)sc1=O	1	10	22	-9	5	-3	3	.	-48	2	9
22	Cc1nn(-c2ccccc2)c(Cl)c1/C=C1\SC(=S)NC1=O	51*	-8	1	-11	5	-15	3	-3	30	13	12
23	COc1ccc(N(C(=O)c2ccc(Br)o2)C2C=CS(=O)(=O)C2)c(OC)c1 (stereo unspecified)	0	5	0	-7	-3	1	3	-1	-3	1	3
24	Cc1cc(C)c[n+](-c2[nH]c(=O)sc2/C=N/NC([S-])=Nc2ccccc2)c1	-21	-4	-1	-8	-6	-26	12	0	-19	-6	0
25	CSc1ccccc1C(=O)C1CCCN(C(=O)c2cc(C(C)C)no2)C1 (stereo unspecified)	-15	5	-5	-7	1	18	4	2	-5	-9	19
26	COc1ccccc1-c1noc2ncnc(Nc3cccc(C)c3C)c12	-8	14	10	2	2	-9	-2	2	6	7	-15
27	Cc1[nH]c2ccccc2c(=O)c1CN1CCCCC1	-23	5	-11	-3	2	-12	-17	-8	-2	16	-8
28	O=C(O)Cc1sc(Nc2ccccc2)nc1-c1ccc(Cl)cc1	-71	-84	-2	11	-14	-25	-55	4	-44	-36	-56
29	CC(C)C[C@@H](CN1CCC[C@H]1CN1C(=O)C(=O)NC[C@@H]1Cc1ccccc1)N1C[C@H](Cc2ccccc2)N(CCc2ccccc2)C(=O)C1=O	17	-10	5	2	9	-1	.	.	5	2	.
30	CCCCNC(=S)N(C)/N=C/c1ccc(OCc2ccc(C(=O)OC)cc2)c(OC)c1	-14	0	-1	2	4	-24	10	-3	14	2	8
31	CCCCn1c(N)c(N(CCC(C)C)C(=O)CSc2nnc(Nc3ccccc3)s2)c(=O)[nH]c1=O	-22	-12	1	-5	-4	-3	12	-9	-3	-8	1
32	N#CC(c1ccc(Cl)nn1)c1ccccc1Cl (stereo unspecified)	.	14	0	-7	9	5	7	-2	0	-10	-6
33	Cc1c(C(=O)N(C)Cc2nc3ccccc3c(=O)[nH]2)oc2ccccc12	10	18	6	4	5	0	5	4	10	13	-2
34	C=C(C)Cn1c2ccc(NC(=O)NCCc3cccs3)cc2c(=O)n1C	3	1	10	-1	-6	2	-23	.	2	0	-10
35	Cc1csc(CNC(=O)C2CCC(=O)N(CCCc3ccccc3)C2)n1 (stereo unspecified)	4	15	-10	-1	-2	-31	7	3	17	21	23
36	COc1ccc(NC2=CC(=S)NC(C)(C)C2)cc1	-12	16	16	7	-2	6	10	-15	1	6	11
37	CC1=C(C(=O)OCc2ccccc2)C(c2ccccn2)c2c(n(C)c(=O)n(C)c2=O)N1 (stereo unspecified)	-13&1	-22&2	-5&2	-7&-8	-2&-3	-3&13	-4&1	-8&-6	27&5	6&11	-3&8
38	CC(=O)c1cccc(NC(=O)N2CCCC2C(=O)Nc2ccc3c(c2)OCCO3)c1 (stereo unspecified)	8	25	-2	2	1	-1	11	-2	7	5	6
39	CC1CCCCN1C(=O)CCNS(=O)(=O)c1ccc2c(c1)c(=O)n(C)c(=O)n2C (stereo unspecified)	4	-5	4	-6	-4	-5	11	8	-14	-1	7
40	CCc1ccnc(NC(=O)NS(=O)(=O)c2ccc(C)cc2)c1	6	-14	-2	-10	5	2	-17	.	4	-20	-13
41	Cc1nc2c(-c3ccccc3)c(C)nn2c(N)c1-c1ccccc1	10	-134	-1	16	2	-97	-102	5	-18	-32	-90
42	CCOC(=O)C1=CN(CC)S(=O)(=O)NC1c1ccc(F)c(Cl)c1 (stereo unspecified)	-7	-8	3	5	1	2	12	-1	-14	4	4
43	COc1ccc(CCNC(=O)Nc2nc(C(N)CCc3ccccc3)cs2)cc1OC (stereo unspecified)	5	-7	0	-7	-2	-4	-1	.	10	-14	2
44	Cc1cc(C)c2oc(C(=O)N(Cc3ccc(F)cc3)C3CCS(=O)(=O)C3)cc(=O)c2c1 (stereo unspecified)	-21	-1	0	-13	-8	-19	-3	-2	-18	-1	-17
45	CC(C)Oc1cccc(C(=O)C2CCCN(C(=O)CCc3cnn(C)c3)C2)c1 (stereo unspecified)	-14	-42	13	-4	7	-34	-65	4	-8	-17	-37
46	O=C(CCc1ccccc1)NCC1OCCc2ccccc21 (stereo unspecified)	-20	-11	-4	-6	-1	-16	20	2	-18	-5	-6
47	Cc1ccc(S(=O)(=O)N(C)[C@H]2C[C@H]3c4[nH]c5ccccc5c4CCN3C[C@H]2[C@H](C)O)cc1	-18	12	-1	2	-4	-36	4	.	-1	-4	-23
48	CC(=O)Nc1nc2ccccc2n1CCOc1ccccc1	-2	-3	-3	3	4	18	10	5	-9	10	6
49	CC1(c2ccc(Cl)cc2)NC(=O)N(CC(=O)N2CCc3ccccc3C2)C1=O (stereo unspecified)	10	13	1	-1	-4	0	8	-14	8	5	3
50	O=C(Nc1cc(S(=O)(=O)Nc2ccc(Cl)cc2)ccc1O)c1ccc(S(=O)(=O)N2CCCCCC2)cc1	57*	-13	4	-5	-7	-12	18	0	13	-3	-1

Additional compounds follow.
cpd	canonical_smiles	TROY NFkB inh	NR5A2 inv ag	Granule exo inh	NOD2-RIPK2 inh	ABHD5-PLIN5 inh	SRC2 inh	NCOA3 inh	TLR9-MyD88 inh	TWEAK-Fn14 inh	NR2F2 inh	NCOA1 inh
51	CSc1cc(C)nc(NC(C)=O)n1	0	15	-1	-10	-3	15	16	-5	20	3	6
52	CCOC(=O)C(=CNc1ccc(S(N)(=O)=O)cc1)C(=O)OCC	-2	17	-1	-24	-5	-2	-7	-3	1	-37	-17
53	COc1ccc(NC2C=CS(=O)(=O)C2)cc1 (stereo unspecified)	0	4	0	6	-5	-15	8	-9	-37	16	-6
54	CCCc1cc(=O)[nH]c(SCC(=O)N2CCN(S(=O)(=O)c3ccc4ccccc4c3)CC2)n1	4	17	1	0	0	10	-9	9	-21	14	9
55	O=C(c1cc(C(=O)N2CCOCC2)c2nc3ccccc3n2c1)c1cc(Cl)cc(Cl)c1O	-2	-14	0	8	5	22	-5	0	8	15	-32
56	CCOC(=O)c1c(NC(=O)C(C)OC(=O)c2ccc(NC(=O)CC#N)cc2)sc2c1CCCC2 (stereo unspecified)	7	-3	0	-7	9	11	1	-6	-8	-1	-4
57	O=C1COc2ccc(C(=O)COC(=O)C3CC(O)CN3S(=O)(=O)c3ccc(Cl)cc3)cc2N1 (stereo unspecified)	20	-4	-6	3	1	1	10	-2	6	-7	-12
58	Cc1ccc([C@@H]2CC(=O)[C@@H]3CN(S(=O)(=O)c4ccccc4C)[C@H](c4ccc(Cl)cc4)C[C@@H]3N2S(=O)(=O)c2ccc(C)cc2)cc1	6	8	-2	7	-6	-19	-3	-16	21	-9	11
59	Cc1cccc(-c2nc(C#N)c(N3CCCCCC3)o2)c1	-60	-7	-4	2	-7	-26	-43	-3	-58	-19	-78
60	COc1ccc(-n2c3c(c(=O)[nH]c2=O)C(NS(=O)(=O)c2ccc(Cl)cc2)(C(F)(F)F)C(=O)N3)cc1 (stereo unspecified)	-12	14	-4	-5	1	6	3	-7	4	-1	-1
61	N#Cc1cc([N+](=O)[O-])ccc1NC(=O)CSc1n[nH]c(=O)[nH]c1=O	-4	4	-2	7	-5	-8	0	-4	10	11	3
62	O=C(C1CCC(Cn2c(=S)[nH]c3ccccc3c2=O)CC1)N1CCOCC1 (stereo unspecified)	6	22	-2	2	4	-12	7	14	-18	7	-2
63	O=c1cc(-c2ccc(O)cc2)oc2ccc(O)cc12	-59	-49	9	0	0	-34	-48	-1	-51	-55	-75
64	CCCCNC(=O)C1(C)CCCCN1C(=O)c1c(C)noc1C (stereo unspecified)	1	-12	4	20	1	7	0	.	0	4	-1

Bioassay records deposited in PubChem by several laboratories.

A portion of the library; count on the stated rates, not on these rows.
